NR3A LBD binder – NR3A (human) ligand-binding domain modulation; actives 2.5% (n = 340,000); NR3A LBD differential scanning fluorimetry, Tm shift; 0% = protein alone, 100% = glycine-bound protein; Tm shift relative to glycine control, % at 25 µM; AID 1259313;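 active means melting temperature shift of at least 10% of the positive control shift, at one fixed dose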
CXCR6 inh – inhibitors of human CXCR6 receptor. actives 0.36% (n = 360,000). AID 602244. inhibition, % at 20 µM. CHO-K1 PathHunter CXCR6 beta-arrestin, luminescence. O00574; in the data active means inhibition above about 34%, passing the limit was not always enough;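 further: antagonist mode with CXCL16 agonist at 10 nM final; 0% = 10 nM CXCL16 with DMSO and 100% = unstimulated wells without agonist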
A3A deaminase – blocks human APOBEC3A ssDNA deamination. inhibition, % at 20 µM. AID 493011. actives 0.41% (n = 330,000). P31941. recombinant A3A, FAM/TAMRA ssDNA deamination fluorescence;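 active means at least 40% inhibition at 20 µM here, with at most 30% in a related deaminase screen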;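 further: plate controls were A3A with DMSO for no effect and wells lacking A3A enzyme for full effect; some results filed as inactive read as strong as hits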
Target sequence (P31941 whole entry, looked up): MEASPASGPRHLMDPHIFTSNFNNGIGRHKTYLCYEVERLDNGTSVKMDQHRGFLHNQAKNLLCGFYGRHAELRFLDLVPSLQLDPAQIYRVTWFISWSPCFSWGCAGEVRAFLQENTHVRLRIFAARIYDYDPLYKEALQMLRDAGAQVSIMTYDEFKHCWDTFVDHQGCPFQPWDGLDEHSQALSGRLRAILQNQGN
Gli-Sufu antag – antagonists of Gli-Sufu signaling; Sufu-KO-LIGHT fibroblasts, Gli luciferase reporter luminescence; actives 0.74% (n = 340,000); inhibition, % at 5 µM; AID 588413;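 active means inhibition above about 55%, limit read from the data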;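 further: 0% = DMSO-treated cells and 100% = wells with medium but no cells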
EBI2 antag – blocks human EBI2 receptor beta-arrestin signaling; EBI2 beta-arrestin recruitment, luminescence, 7a,25-OHC stimulated; actives 0.81% (n = 360,000); AID 651636; inhibition, % at 5 µM; P32249; in the data active means inhibition above about 38%;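 further: enzyme fragment complementation signal reports receptor beta-arrestin coupling in cells; 0% = agonist plus DMSO wells and 100% = wells without agonist; some results beyond the cut were filed as inactive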
Target sequence (P32249 whole entry, looked up, the tested form may be a part): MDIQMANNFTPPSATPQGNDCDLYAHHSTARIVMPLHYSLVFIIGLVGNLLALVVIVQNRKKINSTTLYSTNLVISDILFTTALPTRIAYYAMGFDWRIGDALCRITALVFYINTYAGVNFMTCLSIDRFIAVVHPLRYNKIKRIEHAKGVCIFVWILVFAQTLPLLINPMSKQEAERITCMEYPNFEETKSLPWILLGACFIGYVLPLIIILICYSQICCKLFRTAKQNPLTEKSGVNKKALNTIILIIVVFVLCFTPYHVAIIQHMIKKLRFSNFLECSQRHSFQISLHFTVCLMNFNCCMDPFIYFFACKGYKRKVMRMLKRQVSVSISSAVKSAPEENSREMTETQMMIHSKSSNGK
MPTP block – blocks calcium-induced mitochondrial swelling; inhibition, % at 10 µM; actives 1.4% (n = 360,000); AID 602449; isolated mouse mitochondria, Ca2+ swelling absorbance, 30 min;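 active means inhibition of 50% or more, scaled per plate between neutral and stimulator controls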;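 further: 0% = DMSO wells given calcium and 100% = 1 mM EGTA wells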
APOBEC3G inh – blocks human APOBEC3G single-stranded DNA deamination; Q9HC16; recombinant A3G, ssDNA deamination FAM/TAMRA fluorescence; inhibition, % at 20 µM; actives 0.28% (n = 330,000); AID 493012;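 active means inhibition of at least 40% at 20 µM, with no more than 30% in the related APOBEC3A deaminase screen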;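 further: plate controls were DMSO wells with A3G for no effect and wells lacking A3G enzyme for full effect; some compounds called inactive have numbers as strong as hits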
CCR6 antagonist – antagonists of human CCR6 receptor; CHO-K1 CCR6 PathHunter beta-arrestin, luminescence, CCL20-stimulated; inhibition, % at 20 µM; actives 0.49% (n = 340,000); AID 493098;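 active means compounds whose inhibition of the agonist-driven luminescence signal at 20 µM reaches about 50%, limit read from the data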;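 further: cells stimulated with CCL20 at 14 nM final; plate controls were DMSO with CCL20 for no effect and DMSO without agonist for full effect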
Target sequence (P51684 whole entry, looked up): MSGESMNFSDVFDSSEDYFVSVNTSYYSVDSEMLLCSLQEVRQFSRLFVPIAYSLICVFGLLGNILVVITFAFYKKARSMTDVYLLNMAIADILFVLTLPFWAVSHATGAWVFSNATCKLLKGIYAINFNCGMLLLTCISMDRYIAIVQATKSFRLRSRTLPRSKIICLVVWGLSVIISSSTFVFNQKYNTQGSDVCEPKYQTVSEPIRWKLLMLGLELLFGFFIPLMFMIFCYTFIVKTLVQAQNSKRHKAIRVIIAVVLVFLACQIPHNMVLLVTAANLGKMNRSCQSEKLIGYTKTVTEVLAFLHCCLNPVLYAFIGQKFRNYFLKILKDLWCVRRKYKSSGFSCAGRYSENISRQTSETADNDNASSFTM
Numbers without * were called inactive; x = no result given. Outcome played no part in choosing rows. Share with any hit: about 5.8%.

SMILES	NR3A LBD binder	CXCR6 inh	A3A deaminase	Gli-Sufu antag	EBI2 antag	MPTP block	APOBEC3G inh	CCR6 antagonist
N[C@@H](C(=O)N[C@@H]1C(=O)N2C(C(=O)O)=C(Cl)CS[C@H]12)c1ccccc1	5	8	-1	7	4	-3.4	-2	-7
Cc1cc(N2C(=O)C3C4C=CC(C4)C3C2=O)ccc1Br (stereo not given)	3	0	-5	12	7	-1.2	-5	-11
CCOC(=O)c1c(NC(=S)NC(=O)/C=C/c2cccs2)sc(C)c1C	-1	0	4	0	17	2.4	3	9
CC(=O)NC(=S)Nc1cccc2ccc(C)nc12	-1	-3	-7	4	-1	2.6	-6	7
CCOC(=O)CC1=NN(c2ccccc2)C(=O)/C1=C\c1ccc(N(C)C)cc1	-8	32	-8	-10	13	8.2	-8	46
CC(C)CC(c1nnnn1C1CCCCC1)N1CCN(C(=O)c2ccco2)CC1 (stereo not given)	2	-4	2	6	-1	-1.4	-1	15
COc1cc(OC)c(C(=O)OCC(=O)NC2CCCCCCC2)cc1OC	-2	-13	2	5	0	0.9	0	5
CC(C)NCC1CCc2cc(CO)c([N+](=O)[O-])cc2N1 (stereo not given)	2	-1	-5	0	-5	2.5	-9	4
CCNc1nc(NC(C)C)nc(SCCOC(=O)c2ccccc2)n1	1	-4	1	1	-32	5.9	1	7
N#Cc1c(N2CCOCC2)nc(N)c2c(N)nc3c(c12)CC(CCl)O3 (stereo not given)	-1	-2	-2	-17	1	-0.4	-7	7
CCOc1ccccc1C(=O)NC(C(=O)Nc1cccnc1)C(C)C (stereo not given)	0	21	2	-3	-4	1.6	-2	11
CCCCNC(=O)CCn1c(=O)c2ccccc2n(CC(=O)NCCc2ccc(OC)c(OC)c2)c1=O	0	-3	3	-2	0	1.1	-2	-6
CCC1Cc2c(nc(N)c3c(N)nc(N4CCOCC4)c(C#N)c23)O1 (stereo not given)	2	7	-1	-1	1	1.0	-6	-4
CCOC(=O)C1=C(C)OC(N)=C(C#N)C1c1cc(Cl)c(OCC(N)=O)c(OC)c1 (stereo not given)	1	-8	1	-6	0	-0.1	2	-7
CCNC(=S)Nc1ccc(OCc2nc3ccccc3s2)cc1	4	-4	-7	-11	26	-1.3	38	1
O=C(O)C1(Cc2nc3ccccc3[nH]2)CCCC1	1	0	-6	-4	-4	-1.2	-5	12
COc1ccc(OC)c(NC(=O)CSc2nncc(=O)n2N)c1	-1	-13	-3	5	-15	-0.8	-6	-7
Cc1cc(C)c2cc3c(ccn3C3OC[C@H](O)[C@H](O)[C@H]3O)cc2n1 (stereo not given in full)	-1	-9	-4	5	-3	-1.0	-4	12
Cc1ccccc1N1C(=O)CSC1=C(C#N)C#N	-2	-7	-5	2	7	-0.7	-3	6
O=C(NCc1ccco1)Nc1ccc2snnc2c1	0	6	-6	1	5	-9.9	-6	11
COC(=O)NNC(=O)CCCOc1ccc(Cl)cc1Cl	1	-4	-1	-4	-14	-0.1	-2	-5
Cc1cc(C)nc(SCC(=O)c2ccc(F)cc2F)n1	1	5	-5	-7	-6	-1.5	-6	8
COCCNC(=O)c1c(CSc2ccc(Cl)cc2)noc1C(=O)NCc1ccccc1	-2	5	-7	-2	-1	-2.8	-11	10
CC(C)NC(=O)CSCc1cccc(Br)c1	3	-9	-4	3	-16	0.2	-4	-6
CCc1nnc(NC(=O)CCC(=O)N2CCN(Cc3ccc(Cl)cc3)CC2)s1	0	0	2	-21	-13	3.0	-5	3
COc1cc(/C=C(/NC(C)=O)C(=O)O)cc(Cl)c1OCc1ccc(Br)cc1	-1	5	4	-2	-3	2.3	-2	1
COc1ccccc1Oc1ccc(NC(=O)Cc2ccccc2)cc1	-1	-2	-3	-9	5	0.1	-10	-7
CCCCCCNc1nc(-c2ccc(OC)cc2)c(CCC(=O)O)s1	1	-12	-4	-1	6	1.7	-9	11
COCCCNC(=O)CCCn1c(=O)c2ccccc2n(CC(=O)Nc2c(C)cccc2C)c1=O	-10	-1	-2	-4	-3	0.8	-4	-3
Cc1cccc(N2CCN(S(=O)(=O)c3c(C(=O)N4CCCCC4)c(C)n(C)c3C)CC2)c1C	-1	-1	-1	17	1	-0.1	-5	15
Cc1ccc(Cl)cc1-n1c(=O)cc(N2CC(C)OC(C)C2)[nH]c1=O (stereo not given)	-1	0	-2	-1	-8	-0.9	-4	-6
CS(=O)(=O)N(Cc1ccccc1)c1ccc(C(=O)NCCSCc2ccco2)cc1	0	8	-1	1	10	1.2	-6	14
CCN1C(=O)N[C@@H](c2ccco2)C(C(=O)OC)=C1C	0	-2	4	-7	-7	-0.4	-4	3
NS(=O)(=O)c1cccc(NC(=O)c2ccc3nc[nH]c3c2)c1	-2	0	5	1	1	-1.3	-4	5
CCCOc1ccc(Cc2nc(N)nc(N)n2)cc1	-5	-5	3	-2	-18	-0.3	-4	12
Cc1ccccc1NC(=O)c1ccccc1NS(=O)(=O)c1cccc2cccnc12	-2	-2	-2	7	7	-14	-7	2

An excerpt from above in order of the NR3A LBD binder value, ascending.
compound,NR3A LBD binder,CXCR6 inh,A3A deaminase,EBI2 antag,MPTP block,APOBEC3G inh,CCR6 antagonist
COc1cc(/C=C(/NC(C)=O)C(=O)O)cc(Cl)c1OCc1ccc(Br)cc1,-1,5,4,-3,2.3,-2,1
CCCCNC(=O)CCn1c(=O)c2ccccc2n(CC(=O)NCCc2ccc(OC)c(OC)c2)c1=O,0,-3,3,0,1.1,-2,-6
COC(=O)NNC(=O)CCCOc1ccc(Cl)cc1Cl,1,-4,-1,-14,-0.1,-2,-5

Continued:
SMILES	NR3A LBD binder	CXCR6 inh	A3A deaminase	Gli-Sufu antag	EBI2 antag	MPTP block	APOBEC3G inh	CCR6 antagonist
CCCCNC(=O)O[C@H]1C[C@@H]2CCN3C(=O)CCC[C@H]([C@H]1CC)[C@H]23	1	1	1	30	-10	0.7	-1	10
CCOC(=O)C1Cc2ccccc2CN1 (stereo not given)	x	-1	0	-2	-1	-0.3	14	14
COc1ccc(CNC(=O)Cn2nnc3ccccc3c2=O)cc1	0	0	-5	-10	0	1.3	3	7
Cc1cc(C)n(-c2ccc3nnc(C)n3n2)n1	-1	-8	-3	0	1	4.8	-10	1
Oc1ccc(-c2nnc(SCc3ccccc3)o2)cc1	-3	-4	-2	x	-11	11	-1	10
Cc1csc(SCC(=O)NC(C)c2ccccc2)n1 (stereo not given)	0	6	-2	4	2	1.0	-7	11
c1ccc(C2c3c(ccc4ccccc34)Oc3ncn4nc(-c5ccco5)nc4c32)cc1 (stereo not given)	3	1	-2	12	30	1.6	-4	5
Cc1ccc(CN2CC(C(=O)N3CCN(c4ccccc4Cl)CC3)CC2=O)cc1 (stereo not given)	0	7	-4	-2	7	1.0	-8	16
O=C(NC1CCSc2ccccc21)c1cccc(Br)c1 (stereo not given)	-3	-7	-3	1	0	-0.9	-8	22
C=CCNC(=O)c1ccccc1NC(=O)c1ccc(Cl)c(S(=O)(=O)Nc2cc(C)ccc2C)c1	3	10	-1	22	25	6.2	-4	19
Cc1ccc(Cl)cc1NC(=O)CCNC(=O)N1CC(=O)Nc2ccccc21	-2	-10	-3	-41	1	-1.3	-4	8
CCOC(=O)C1=C(N)N(c2ccc(N3CCCCC3)cc2)C(=O)C1	-2	-2	-16	4	4	0.1	-6	9
COc1ccc(CC(=O)Nc2ccc(F)c(F)c2F)cc1S(=O)(=O)N1CCOCC1	2	-7	-2	12	-8	-0.5	-7	5
COc1cc(C(=O)NCC(=O)OCC(=O)Nc2nnc(-c3ccccc3)o2)cc(OC)c1OC	2	10	-3	-6	9	1.4	-7	8
Cc1ccc2[nH]c(C(=O)O)c(NC(=O)CN3CCN(c4cccc(C)c4C)CC3)c2c1	-4	4	-1	-2	-9	-2.4	-3	4
CS(=O)(=O)c1ccc2nc(NC(=O)c3ccc(N4C(=O)CCC4=O)cc3)sc2c1	6	x	5	-13	x	x	1	-1
NC(=O)CCC(=O)N1CCCC(C(=O)c2ccc3c4c(cccc24)CC3)C1 (stereo not given)	3	-8	0	0	-11	-0.4	-3	9
O=C(CN(c1ccc([N+](=O)[O-])cc1)S(=O)(=O)c1ccccc1)N1CCCCC1	-3	-3	2	-2	-1	-1.7	-4	2
CCn1c(=O)cc(SCC(=O)NCCN2CCN(Cc3ccccc3)CC2)c2ccccc21	-1	8	-2	6	0	-2.2	-7	3
CCOC(=O)c1[nH]c(CSc2nnc(-c3ccc(OC)cc3)o2)c(C(=O)OCC)c1C	-1	-3	-6	-10	22	-2.3	-8	-13
CC1(C)CC(=O)c2cnc(NC(=O)C3CCCC3)nc2C1	-1	1	-1	-5	-3	-0.8	-1	1
CN1CCN(S(=O)(=O)c2ccc(NC(=S)NC(=O)c3ccc(Cl)cc3)cc2)CC1	-2	17	x	19	-2	3.1	x	32
Cc1nc(N2CCOCC2)nc(Oc2ccccc2)c1[N+](=O)[O-]	-1	6	-1	3	2	2.6	-6	5
O=C1CC(c2ccco2)Sc2nc3ccccc3n21 (stereo not given)	-2	4	1	7	-23	0.2	-5	-3

Four entries from above, with each value named.
smiles: COc1ccc(CC(=O)Nc2ccc(F)c(F)c2F)cc1S(=O)(=O)N1CCOCC1
  NR3A LBD binder = 2; CXCR6 inh = -7; A3A deaminase = -2; Gli-Sufu antag = 12; EBI2 antag = -8; MPTP block = -0.5; APOBEC3G inh = -7; CCR6 antagonist = 5
smiles: COc1cc(C(=O)NCC(=O)OCC(=O)Nc2nnc(-c3ccccc3)o2)cc(OC)c1OC
  NR3A LBD binder = 2; CXCR6 inh = 10; A3A deaminase = -3; Gli-Sufu antag = -6; EBI2 antag = 9; MPTP block = 1.4; APOBEC3G inh = -7; CCR6 antagonist = 8
smiles: Cc1ccc2[nH]c(C(=O)O)c(NC(=O)CN3CCN(c4cccc(C)c4C)CC3)c2c1
  NR3A LBD binder = -4; CXCR6 inh = 4; A3A deaminase = -1; Gli-Sufu antag = -2; EBI2 antag = -9; MPTP block = -2.4; APOBEC3G inh = -3; CCR6 antagonist = 4
smiles: CS(=O)(=O)c1ccc2nc(NC(=O)c3ccc(N4C(=O)CCC4=O)cc3)sc2c1
  NR3A LBD binder = 6; CXCR6 inh = x; A3A deaminase = 5; Gli-Sufu antag = -13; EBI2 antag = x; MPTP block = x; APOBEC3G inh = 1; CCR6 antagonist = -1

Back to the main list, repeating the three entries before the break.
SMILES	NR3A LBD binder	CXCR6 inh	A3A deaminase	Gli-Sufu antag	EBI2 antag	MPTP block	APOBEC3G inh	CCR6 antagonist
CN1CCN(S(=O)(=O)c2ccc(NC(=S)NC(=O)c3ccc(Cl)cc3)cc2)CC1	-2	17	x	19	-2	3.1	x	32
Cc1nc(N2CCOCC2)nc(Oc2ccccc2)c1[N+](=O)[O-]	-1	6	-1	3	2	2.6	-6	5
O=C1CC(c2ccco2)Sc2nc3ccccc3n21 (stereo not given)	-2	4	1	7	-23	0.2	-5	-3
O=C(CCc1nnc2ccc(NCc3ccco3)nn12)Nc1ccccn1	2	-6	17	2	-4	-0.9	10	2
C#Cc1ccc([C@@H]2C=C(C(=O)N3CCOCC3)O[C@H](OCCCCO)C2)cc1	0	-10	0	-2	0	0.0	-1	3
Cc1ccc(/C=N/NC(=O)Cc2ccc(Cl)cc2)c(O)c1	-8	-1	2	-5	10	26	-6	0
CCN(C(=O)CSc1nc2ccccc2c(=O)n1C(C)COC)C1CCS(=O)(=O)C1 (stereo not given)	-2	2	10	8	-11	-1.1	6	1

Screens: PubChem, Sanford-Burnham Center for Chemical Genomics
